HIF activator – HIF pathway transcriptional activators, primary screen, cell-based, U2OS HRE-luciferase, luminescence. U2OS HRE-luciferase reporter; normalized: DMSO 0%, desferrioxamine 100%. activation, % at 7.5 µM (by protocol). hit rate 0.32% among 300,000;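 active means mean activation of at least 10% of the iron chelator positive control signal, with at least half of replicates also reaching 10%; inconclusive means mean and replicate majority disagree about reaching 10%; inactive means mean and most replicates under 10%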
HSF1 inhib – HSF1 inhibitors in luciferase reporter cells, primary screen, cell-based, NIH3T3, luminescence | NIH3T3-HGL HSE-luciferase, MG132-induced, luminescence 8 h; stronger effect = lower value | activity change, negative = inhibition, % at 7.5 µM (by protocol) | hit rate 0.77% among 300,000;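 active means more than half of replicate wells show activity change below -50%, luminescence cut by over half; inconclusive means some wells, but at most half, below -50%; inactive means no replicate well below -50%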;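 further: luciferase reports HSF-1 transcriptional activity via heat shock element; 0% = median of DMSO wells and -100% = zero luminescence signal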
Platelet DG rel – inhibitors of platelet dense granule secretion, primary screen, cell-based, MLPCN, human platelets; human platelet-rich plasma, SFLLRN dense granule ATP release, luminescence; inhibition, %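 (compounds screened at 7.5 µM in platelet-rich plasma)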; hit rate 0.22% among 300,000;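 active means mean replicate score, as percent of positive control, at or above 50; inconclusive means mean below 50 but at least one replicate at or above 50; inactive means mean and every replicate below 50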
HSF-1 act – HSF-1 activators, primary screen, NIH3T3-HGL cells, MG132 stress, luminescence, single point | NIH3T3-HGL HSF-1 luciferase reporter, 8 h; 100% = twice DMSO control signal | hit rate 1.7% among 300,000 | activation, % at 9 µM;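 active means mean replicate activation of at least 50% with a set share of replicates each reaching 50%; inconclusive means only one of those two conditions met; inactive means mean below 50% and too few replicates reaching it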;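 further: 0% = median of the neutral control wells and 100% = twice that signal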
aSyn UTR inh – MLPCN primary screen, SNCA 5' untranslated region; alpha-synuclein 5'UTR reporter, inhibitor activity; inhibition, % (tested at 7.5 µM); hit rate 0.82% among 300,000; AID 1813, 2009; in the data active means inhibition above about 60%; inconclusive means no clear call, values can overlap the other calls;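 further: H4 neuroglioblastoma cells stably carrying SNCA 5'UTR luciferase fusion; 0% = DMSO wells and 100% = positive control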
HSP90 inh – HSP90 inhibitors, primary screen, cell lysate, luminescence; hit rate 0.91% among 290,000; inhibition, % at 5.6 µM; Heat shock protein HSP 90 (rabbit reticulocyte lysate; luciferase refolding); Rabbit reticulocyte lysate, luciferase refolding luminescence, 3 h;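 active means inhibition above the screen-wide mean plus 3 SD, computed separately per campaign, cut at about 16% in these data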;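 further: 0% = DMSO wells and 100% = 60 µM geldanamycin wells; inhibitors lower the luminescence because luciferase stays unfolded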
IEC-6 tox – cytotoxicity in IEC-6 intestinal epithelial cells, primary screen, cytotoxicity control for KLF5 inhibitor project, cell-based, luminescence | hit rate 0.78% among 290,000 | AID 1825, 2009 | IEC-6 cytotoxicity, luminescence viability | inhibition, % at 5 µM; in the data active means inhibition above about 22%;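 further: 0% = plate median of test compound wells and 100% = cytotoxic reference compound wells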
HDAC3 inh – HDAC3 deacetylase inhibitors, primary screen, biochemical, fluorescence, cell-free homogeneous; recombinant HDAC3, fluorogenic peptide/trypsin coupled; inhibition, % at 8.3 µM; hit rate 0.15% among 320,000; AID 2718, 2010; Histone deacetylase 3 (Homo sapiens), O15379; in the data active means inhibition above about 26%, passing the limit was not always enough; inconclusive means no clear call, values can overlap the other calls
Target sequence (O15379 whole entry, looked up): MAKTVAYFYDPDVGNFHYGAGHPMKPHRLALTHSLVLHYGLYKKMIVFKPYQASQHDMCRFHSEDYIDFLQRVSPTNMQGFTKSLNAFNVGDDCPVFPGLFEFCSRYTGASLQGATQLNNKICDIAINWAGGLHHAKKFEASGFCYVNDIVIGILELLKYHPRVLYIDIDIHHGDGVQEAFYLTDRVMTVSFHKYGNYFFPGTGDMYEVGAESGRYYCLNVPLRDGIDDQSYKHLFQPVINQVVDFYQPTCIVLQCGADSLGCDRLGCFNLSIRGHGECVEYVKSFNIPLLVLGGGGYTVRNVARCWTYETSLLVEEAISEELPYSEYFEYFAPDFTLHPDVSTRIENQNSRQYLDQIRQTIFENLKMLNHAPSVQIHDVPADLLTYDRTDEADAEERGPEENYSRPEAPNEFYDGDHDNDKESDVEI
AI-2 QS modul – Vibrio harveyi AI-2 quorum sensing modulators, primary screen, JMH597 strain, luminescence/OD600 ratio. Vibrio harveyi JMH597 AI-2 luminescence/OD600 ratio, 9 h; stronger effect = lower value; strain lacks LuxN and CqsS sensors; 0 = neutral-control median. activity change, % at 7.5 µM. hit rate 0.4% among 300,000; in the data active means activity change below about -75%, passing the limit was not always enough; inconclusive means no clear call, values can overlap the other calls;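 further: luminescence divided by OD600 gain over 9 h not by final OD600 alone; inactives centre near 13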
KLF5 inh – KLF5 expression inhibitors, primary screen, DLD-1 cells, luminescence; inhibition, % at 5 µM; hit rate 0.23% among 290,000; DLD-1 KLF5 promoter-luciferase reporter; AID 1700, 2009;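 active means inhibition above a per-plate limit of that plate's mean compound inhibition plus 3 SD, cut at about 60% in these data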;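 further: 0% = DMSO wells and 100% = LY294002 at 200 µM; higher means less KLF5 promoter-driven luciferase light; inactives centre near -14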
An asterisk follows results filed as active; ? = inconclusive; . = not tested or not shown.

SMILES	HIF activator	HSF1 inhib	Platelet DG rel	HSF-1 act	aSyn UTR inh	HSP90 inh	IEC-6 tox	HDAC3 inh	AI-2 QS modul	KLF5 inh
Cc1cccc(N2C(=O)CC(Sc3ccccc3C(=O)O)C2=O)c1 (stereo not drawn)	0.4	3	-7	-1	-9	5	-1	9	1	-4
COCCn1nnnc1C(c1ccccc1Cl)N1CCN(c2ccccc2OC)CC1 (stereo not drawn)	-0.1	-5	7	0	-28	-2	-3	.	13	-26
O=C(Nc1ccc(C(=O)N2CCN(c3ccc(Cl)cc3)CC2)cc1)C1=CSCCO1	-0.2	-3	?	8	2	-2	-7	3	19	-27
CCOC(=O)c1c(NCC(C)C)c2ccccc2[nH]c1=O	0.0	3	2	-5	2	1	1	-3	15	1
COc1cc(OC)c(OC)cc1CNCCNC(=O)c1ccco1	-0.1	8	3	47	-7	-2	5	-1	8	-9
CCOC(=O)NC(Nc1nc2ccccc2s1)(C(=O)OCC)C(F)(F)F (stereo not drawn)	-0.1	-8	1	2	14	-1	-2	6	15	-14
COC(=O)[C@@H](NC(=O)Nc1cc(Cl)ccc1C)C(C)C	-0.3	-4	0	7	-8	-1	-4	6	8	-19
CCCCCN1C=CC(=C2C(=O)c3ccccc3C2=O)C=C1	-7.7	-81*	42	-85	113*	80*	19	-1	37	95*
CCCCC(=O)NC(=S)Nc1cccc(Cl)c1N1CCCCC1	0.1	10	-14	5	21	-2	2	-2	45	-23
CC(C)OC(=O)CSc1nc2cccnc2n1-c1ccc(F)cc1	-0.6	0	-2	-6	20	5	-1	-7	1	-19
COC(=O)c1sc(S(=O)(=O)Nc2ccc(Br)cc2)c(C(=O)OC)c1C	.	.	.	.	.	2	-10	-1	.	2
Clc1ccc(OCCCCN2CCc3ccccc3C2)cc1	0.0	-1	1	-7	-11	-2	0	-4	24	2
CN(C)c1nc2n(c(=O)n1)CCS2	-0.1	-1	-1	-8	-11	1	-1	3	19	-34
S=c1[nH]nc(-c2ccccc2)n1/N=C/c1c[nH]c2ccccc12	-0.4	-4	19	-16	4	0	4	?	29	22
Clc1ccc(-c2nnc(N3CCOCC3)o2)cc1	1.4	11	3	7	-71	0	-7	-40	15	-42
CCn1cc(C(=O)NCc2ccc(C)o2)c2cc(OC)c(OC)cc2c1=O	-0.1	4	-5	22	2	4	0	-9	-10	12
Cc1cc(C)c(C#N)c(OCc2ccc(Cl)nc2)n1	-0.2	-1	1	17	5	1	1	-1	7	-7
CC(=O)N(C)c1cccc(-c2ccc3nnc(C)n3n2)c1	-8.4	2	6	-2	-2	-7	-3	-9	27	-12
Cc1nnc(NC(=O)c2cccc(F)c2)s1	0.3	2	24	10	-22	0	-7	-13	8	-30
CCC(C)Sc1cc(C)c(C#N)c2nc3ccccc3n12 (stereo not drawn)	-0.3	-6	-3	13	41	-3	-3	2	6	-13
COC(=O)c1ccsc1NC(=O)CSc1nnnn1Cc1ccccc1	.	.	.	.	.	2	-4	-9	33	-1
O=C(CN1C(=O)c2cccnc2Oc2ccc(Cl)cc21)NC1CCCCC1	0.2	1	0	-2	25	-4	-2	0	-15	5
Cc1nn(C(C)C(=O)NCCCN2CCCCC2C)c(=O)c2c1sc1ccccc12 (stereo not drawn)	0.2	35	-1	?	1	-1	-1	0	43	-35
CCc1ccc(S(=O)(=O)Nc2cccc(-c3ccc4nncn4n3)c2)s1	0.3	5	-2	7	-7	-2	-3	-1	22	-13
COC(=O)[C@@H]1C[C@@]2(O)[C@H](O)[C@H](O)[C@H](O)C[C@H]2N1Cc1ccc(C(F)(F)F)cc1	0.2	-1	16	-5	-12	.	.	6	1	.

Taken from the results shown for reference:
SMILES	HIF activator	HSF1 inhib	Platelet DG rel	HSF-1 act	aSyn UTR inh	HSP90 inh	IEC-6 tox	HDAC3 inh	AI-2 QS modul	KLF5 inh
Cc1cccc(N2C(=O)CC(Sc3ccccc3C(=O)O)C2=O)c1 (stereo not drawn)	0.4	3	-7	-1	-9	5	-1	9	1	-4
COCCn1nnnc1C(c1ccccc1Cl)N1CCN(c2ccccc2OC)CC1 (stereo not drawn)	-0.1	-5	7	0	-28	-2	-3	.	13	-26
O=C(Nc1ccc(C(=O)N2CCN(c3ccc(Cl)cc3)CC2)cc1)C1=CSCCO1	-0.2	-3	?	8	2	-2	-7	3	19	-27
CCOC(=O)c1c(NCC(C)C)c2ccccc2[nH]c1=O	0.0	3	2	-5	2	1	1	-3	15	1
COc1cc(OC)c(OC)cc1CNCCNC(=O)c1ccco1	-0.1	8	3	47	-7	-2	5	-1	8	-9
CCOC(=O)NC(Nc1nc2ccccc2s1)(C(=O)OCC)C(F)(F)F (stereo not drawn)	-0.1	-8	1	2	14	-1	-2	6	15	-14

Records listed above marked active in HSF1 inhib.
smiles,HSF1 inhib,Platelet DG rel,HSF-1 act,aSyn UTR inh,HSP90 inh,HDAC3 inh,AI-2 QS modul,KLF5 inh
CCCCCN1C=CC(=C2C(=O)c3ccccc3C2=O)C=C1,-81*,42,-85,113*,80*,-1,37,95*

More results
SMILES	HIF activator	HSF1 inhib	Platelet DG rel	HSF-1 act	aSyn UTR inh	HSP90 inh	IEC-6 tox	HDAC3 inh	AI-2 QS modul	KLF5 inh
COc1ccc(CCNC(=O)CNC(=O)c2ccccc2Br)cc1OC	0.0	-4	2	-4	7	3	0	0	8	-19
COc1cc(C2N(c3cc(C)on3)C(=O)C3CCCN32)cc(OC)c1OC (stereo not drawn)	0.2	-3	0	-1	-3	10	7	-2	10	2
Cc1cc(C)c2sc(NNC(=O)C3COc4ccccc4O3)nc2c1 (stereo not drawn)	.	.	.	.	.	-2	2	-5	.	15
O=C(O)CCC(=O)N1N=C(c2c(-c3ccccc3)c3cc(Cl)ccc3[nH]c2=O)CC1c1ccccc1 (stereo not drawn)	0.5	6	1	6	-7	-2	0	-10	8	-16
CCOc1ccc2[nH]c(=O)c(CN(CCO)C(=O)c3ccc(F)cc3)cc2c1	-0.3	1	-23	10	-20	-2	2	3	20	-16
Cc1cc(C)c2[nH]c(=O)c(CN(CC3CCCO3)C(=S)NCc3ccco3)cc2c1 (stereo not drawn)	0.7	36	-2	62*	6	-1	-8	5	6	-8
CC1=C(C(=O)O)N2C(=O)C(NC(=O)c3nn(C)cc3[N+](=O)[O-])C2SC1 (stereo not drawn)	0.1	-12	-1	-25	14	0	-1	19	6	-20
Cn1c(SCC(=O)N2CCN(C(=O)c3ccco3)CC2)nnc1-c1ccc(NS(C)(=O)=O)cc1	-0.2	-4	2	5	4	1	-1	4	15	8
CCN(CC)CCSc1nc2ccccc2n1Cc1ccccc1	-0.7	-1	6	7	-12	4	1	0	-3	-22
COC(=O)N/N=C/c1cc(OC)c(O)c([N+](=O)[O-])c1	-2.5	-3	-3	-7	13	1	3	7	16	-10
CC(C)N(Cc1cnn(C)c1)Cc1nc(COc2ccccc2)no1	0.1	1	-1	18	9	0	4	2	17	-2
COc1ccc(/C=C2\CCc3ccccc3C2=O)cc1O	0.1	-1	43	8	14	4	28*	-5	-47	3
CCOCCCN1CC(C(=O)NCc2ccc3c(c2)OCO3)CC1=O (stereo not drawn)	-0.4	-4	7	-7	-16	-3	1	0	10	-7
COCCCNC(=O)C1CCC(=O)N1Cc1ccccc1Cl (stereo not drawn)	0.2	-7	-2	-5	-25	-2	-7	-3	9	-19
O=C(NC(CC(=O)N1CCN(c2ccc([N+](=O)[O-])cc2)CC1)c1ccccc1)c1ccccc1Cl (stereo not drawn)	-0.3	3	-5	1	9	1	1	-5	48	-13
Cc1ccccc1OCC(=O)NC(=S)Nc1ccc(N2CCOCC2)c(Cl)c1	-0.3	-3	.	-8	-3	1	2	8	12	-8
Cc1ccc(CNC(=O)c2ccc(-n3cccc3)cc2)cc1	0.0	4	-2	34	-3	4	-3	.	21	28
CC(=O)Nc1nc(CC(=O)c2ccccc2)cs1	0.2	-26	9	-42	-60	.	.	-11	-3	.
Cc1cc(OCCCCCNCCO)cc(C)c1Cl	-0.7	3	-1	13	-11	-1	7	5	32	-38
CCNC(=O)c1ccc(NS(=O)(=O)c2ccc3[nH]c(=O)[nH]c3c2)cc1	-0.2	-13	9	-14	-31	-1	-3	1	20	-39
CCc1ccc(C(=O)NC(CCSC)C(=O)OC)cc1 (stereo not drawn)	1.1	-81*	1	-84	-16	1	-1	3	11	-29
O=C(c1cc(-c2ccc(O)cc2)on1)N1CCCCCC1	1.0	54	-6	68*	-94	12	2	2	-78*	-173
CC(C)(C)c1nc(Sc2ncccc2[N+](=O)[O-])n[nH]1	-0.2	-4	-5	28	-9	5	5	4	17	-12

A draw from above in order of heavy-atom count, smallest number first.
SMILES	HIF activator	HSF1 inhib	Platelet DG rel	HSF-1 act	aSyn UTR inh	HSP90 inh	IEC-6 tox	HDAC3 inh	AI-2 QS modul	KLF5 inh
CC(C)(C)c1nc(Sc2ncccc2[N+](=O)[O-])n[nH]1	-0.2	-4	-5	28	-9	5	5	4	17	-12
CC1=C(C(=O)O)N2C(=O)C(NC(=O)c3nn(C)cc3[N+](=O)[O-])C2SC1 (stereo not drawn)	0.1	-12	-1	-25	14	0	-1	19	6	-20
Cc1ccccc1OCC(=O)NC(=S)Nc1ccc(N2CCOCC2)c(Cl)c1	-0.3	-3	.	-8	-3	1	2	8	12	-8

Bioassay records from PubChem BioAssay.
